Compound activity from PubChem.
Lamin A splicing – changes lamin A minigene splicing in HeLa cells; 200,000 compounds, 0.01% hits; Potency, µM (top dose mostly 46.1 µM), for the others: at the top dose ratio change, negative = inhibition, usual class: inhibitors; HeLa LMNA splicing GFP/RFP minigene ratio, 48 h; active means well fitted inhibition curve with a large enough effect in the signal ratio, with a control signal flat, not every such curve was filed as active; inconclusive means small, poorly fitted or top-dose-only effect, or effect the other way, or a change in a side signal; the % refers to the signal ratio
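Read-out is the ratio of GFP to DsRed2 object intensity, acquired by 488 nm laser-scanning cytometry on HeLa lamin A-EGFP minigene reporter cells. Compound incubation 48 hrs at 37 °C in Opti-MEM with 2% FBS; DMSO 0.5% final.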
Tau fibril ThT – blocks human tau fibril formation measured by thioflavin T. recombinant tau K18 P301L (four-repeat tau fragment), heparin-induced fibrillization, ThT fluorescence. P10636. 270,000 compounds, 2.1% hits. Potency, µM (highest dose often 57.4 µM), for the others: at the highest dose activity, negative = inhibition, usual class: inhibitors. AID 1460; active means well fitted inhibition curve with a large enough effect; inconclusive means small, poorly fitted or top-dose-only effect; further: nearly all actives have a fitted effect of over 55% in size
Target sequence (P10636 561-689 P618L limits assumed): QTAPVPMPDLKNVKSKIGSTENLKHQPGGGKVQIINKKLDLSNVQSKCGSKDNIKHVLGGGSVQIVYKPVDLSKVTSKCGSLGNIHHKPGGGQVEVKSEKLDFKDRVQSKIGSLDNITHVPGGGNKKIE
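Recombinant human tau K18 fragment […] carrying P301L, 15 uM unlabeled plus 0.24 uM Alexa 594-labeled, was fibrillized with 20 uM heparin in 100 mM sodium acetate pH 7 for 6 hr at 37 C; 30 uM ThT fluorescence read after 1 hr.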
* = called active by the depositor; ? = inconclusive; [ ] = remark or other dose. On the % scale 0 is the no-effect control and ±100 the full control effect; potency means the concentration at half of the fitted maximal effect. An excerpt. The share of hits here may be higher or lower than overall.

SMILES | Lamin A splicing | Tau fibril ThT
CCc1ccc(-n2nc(C)c3c(C)cc(=O)n(CC(=O)N4CCCc5ccccc54)c32)cc1 | 18%[46 µM] | ?
CCc1ccc(-n2nc(C)c3c(C(=O)Nc4ccc(Cl)cc4)cc(C)nc32)cc1 | 9%[46 µM] | -7%
CCOC(=O)c1cc(-c2ccccc2)n(CCC(=O)Nc2ccccc2CC)c1C | -6%[46 µM] | -1%
COc1ccc(CCNC(=O)CCn2c(=O)c3cccn3c3ccc(F)cc32)c(OC)c1OC | 10%[46 µM] | -3%
COc1ccc(-c2nc3sc(CCNC(=O)C(=O)Nc4ccc(C)c(C)c4)c(C)n3n2)cc1 | 9%[46 µM] | -15%
O=C(c1ccc2c(c1)N(Cc1cccc(F)c1)C(=O)c1ccccc1S2)N1CCCC1 | 6%[46 µM] | -10%
CCCn1c2ccccc2c2cnn(CC(=O)Nc3cc(C)c(Cl)cc3OC)c(=O)c21 | 1%[46 µM] | -3%
COc1ccc(CCNC(=O)c2ccc3c(c2)nc(C)n3-c2ccc(Br)cc2)cc1OC | ? | ?
CN1CCc2nc3sc(C(=O)Nc4ccccc4OC(F)(F)F)c(N)c3cc2C1 | -10%[46 µM] | -8%
Cc1ccc(C)c(N2CCN(C(=O)c3cnc4c(-c5ccccc5)c(C)nn4c3C)CC2)c1 | -2%[46 µM] | -13%
Cc1ccc(C)c(NC(=O)c2cc(S(=O)(=O)NCCc3ccccc3)ccc2F)c1 | ? | -1%
CC(=O)Nc1c(C)nn(-c2ccccc2)c1N1CCC(C(=O)NCc2ccccc2Cl)CC1 | -10%[46 µM] | -6%
CCN(CC)S(=O)(=O)c1nnc(NC(=O)c2ccc(C)cc2)s1 | 4%[46 µM] | ?
CCN(CC)S(=O)(=O)c1ccc(NC(=O)c2c(C)oc3ncnc(N4CCCCC4)c23)cc1 | 9%[46 µM] | -5%
Cc1cc(C)cc(-n2c(SCC(=O)N3CCOCC3)nc3c([nH]c4ccccc43)c2=O)c1 | ? | -7%
Cc1cccc(NC(=O)CSc2nc(=O)n(Cc3cccnc3)c3c2CCC3)c1 | ? | -10%
COc1cc(OC)c(NC(=O)c2c3c(nc4ccccc24)C(=O)N(C2CCCCC2)C3)cc1Cl | -6%[46 µM] | ?
Cc1ccc(Nc2sc(C(=O)c3ccccc3)c(N)c2C(=O)NC(C)C)cc1 | -4%[46 µM] | -15%
Cc1ccc(CCNC(=O)c2sc3ncccc3c2-n2c(C)ccc2C)cc1 | ? | ?
COc1ccc(-c2noc(C3CC(=O)N(c4cc(C)cc(C)c4)C3)n2)cc1 (stereo not drawn) | -14%[46 µM] | ?
Cc1cccc(NC(=O)C(=O)NCCc2csc(-c3ccc(F)cc3)n2)c1C | 10%[46 µM] | -5%
COc1ccc(N2CC(NC(=O)c3cc4ccccc4o3)CC2=O)cc1 (stereo not drawn) | 13%[46 µM] | -17%
CCc1c(C)sc2c1CCN(Cc1ccccc1C#N)C2c1ccccc1 (stereo not drawn) | ? | ?
O=S(=O)(c1ccc(-c2cnc(C3CC3)o2)cc1)N1CCN(c2ccccc2F)CC1 | 4%[46 µM] | 10%
Cc1cccc(N2CCN(S(=O)(=O)c3ccc(F)c(C(=O)Nc4cccc(Cl)c4C)c3)CC2C)c1 (stereo not drawn) | -1%[46 µM] | -2%
Cc1ccc(-c2cc(C(=O)N3CCN(S(=O)(=O)c4ccc(Br)cc4)CC3)[nH]n2)c(C)c1 | 6%[46 µM] | 10%
CCOC(=O)c1ccc(NC(=O)c2cnc3c(-c4ccc(F)cc4)c(C)nn3c2C)cc1 | 8%[46 µM] | -16%
CCOc1ccccc1CN1CCc2nc(Nc3ccccc3)ncc2C1 | -16%[46 µM] | -7%
COc1ccccc1N1CCN(c2ccc(NC(=O)c3ccc(C)cc3)cc2C(=O)O)CC1 | 1%[46 µM] | -7%
CCOc1ccc2nc(N3CCN(C(=O)c4ccc(S(=O)(=O)CC)cc4)CC3)sc2c1 | 12%[46 µM] | -15%
CCN(CC)S(=O)(=O)c1ccc(NC(=O)Cn2ncc3c([nH]c4ccccc43)c2=O)cc1 | 9%[46 µM] | 17%
COc1ccc(-c2nc(C)c(CCNC(=O)c3ccccc3Br)s2)cc1OC | -18%[46 µM] | ?
O=C(NCc1cccc(Br)c1)c1ccc(NC(=O)N2CCCCc3ccccc32)cc1 | -9%[46 µM] | -1%
Cc1cc(C)cc(NC(=O)CCn2cnc3ccccc3c2=O)c1 | 3%[46 µM] | 1%
Cc1ccc(-c2nc(C)c(CCNC(=O)C(=O)Nc3ccc(C)c(Cl)c3)s2)cc1 | 20%[46 µM] | ?
Fc1ccc(Nc2nc(SCc3cccc(F)c3)nc3ccccc23)cc1 | ? | 29%
O=C(Nc1ccccc1C(=O)OCc1cc(=O)n2ccsc2n1)c1ccccc1Cl | 1%[46 µM] | 13%
CCCN(CCC)C(=O)Cn1c(=O)n(-c2cccc(OC)c2)c(=O)c2c(C)c(C(=O)N(C)C)sc21 | ? | 2%
CCOC(=O)c1ccc(NC(=O)Cn2c(=O)cc(C)c3c(C)nn(-c4cccc(F)c4)c32)cc1 | 22%[46 µM] | 2%
COc1cc(Cl)c(C)cc1NC(=O)CCn1cnc2onc(-c3ccc(F)cc3)c2c1=O | -1%[46 µM] | 18%
COC(=O)c1ccc2c(c1)N(CC(=O)Nc1ccc(C)c(C)c1)C(=O)c1ccccc1S2 | ? | 0%
Cc1ccc(C)c(NC(=O)Cn2nnc(C(=O)NCCc3ccccc3)c2N)c1 | -3%[46 µM] | 4%
Cc1ccc(-c2nc(C(=O)Nc3cccc(C#N)c3)c3n2CCCCC3)cc1 | ? | 2%
Cc1c(-c2ccc(Cl)cc2)c(=O)oc2c(CN3CCN(C)CC3)c(O)ccc12 | -6%[46 µM] | 1%
COC(=O)c1ccc(OCC2c3cc(OC)c(OC)cc3CCN2C(=O)c2ccccc2C)cc1 (stereo not drawn) | ? | -13%
COc1ccc(C(=O)NCC(c2ccc3c(c2)OCO3)N2CCOCC2)cc1OC (stereo not drawn) | -12%[46 µM] | 1%
CCCCC(=O)Nc1ccccc1C(=O)OCc1cc(=O)n2nc(C3CCCCC3)sc2n1 | -8%[46 µM] | -10%
CC(=O)c1cc(-c2ccc(F)cc2)n(CCC(=O)NC2CCCCC2)c1C | ? | -17%
Cc1cc(C)cc(OCC(=O)N(Cc2cccs2)c2ccc(Cl)cc2)c1 | ? | -11%
CCN(C(=O)CSc1nc2ccccc2nc1Cc1ccc(F)cc1)c1cccc(C)c1 | ? | -7%
COc1ccc(N2CCN(C(=O)CN3C(=O)CSc4c3c(C)nn4-c3ccccc3)CC2)cc1 | -2%[46 µM] | -6%
CCn1c(CN2CCCCC2)nc2cc(NC(=O)c3cc(OC)c(OC)c(OC)c3)ccc21 | -7%[46 µM] | 4%
O=C(CS(=O)(=O)c1cccc2nsnc12)N1CCN(c2cccc(Cl)c2)CC1 | ? | ?
O=C(Nc1nc(-c2ccccc2)ns1)c1ccc(Cl)cc1 | -11%[46 µM] | -16%
CCOC(=O)c1ccccc1NC(=O)c1sc2nc3n(c(=O)c2c1C)CCCCC3 | -1%[46 µM] | -2%
COC(=O)c1sccc1S(=O)(=O)N(CC(=O)NCc1ccccc1)c1ccc(C)cc1 | ? | -11%
Cc1ccc(CNC(=O)c2sc3nc4n(c(=O)c3c2C)CCCCC4)cc1 | 9%[46 µM] | -14%
O=C(Nc1ccc2nc(SCC(=O)N3CCc4ccccc43)sc2c1)c1ccccc1 | 1%[46 µM] | ?
O=C(Nc1ccccc1Cl)c1cc(S(=O)(=O)N2CCC3(CC2)OCCO3)ccc1F | -26%[46 µM] | -7%
COc1ccc(N2CCN(C(=O)c3oc4ccccc4c3NC(=O)c3ccccc3OC)CC2)cc1 | 3%[46 µM] | ?
Continuation:
SMILES | Lamin A splicing | Tau fibril ThT
Cc1ccc(CN2CCC(CNC(=O)c3cnn(-c4ccc(C)cc4)c3C3CCN(C(=O)OC(C)(C)C)CC3)CC2)cc1 | -20%[46 µM] | -15%
COc1cccc(NC(=O)CSc2nc(=O)n(Cc3cccnc3)c3c2CCC3)c1 | 5%[46 µM] | -11%
CCOc1ccc(-c2nnc(SCC(=O)Nc3cccc(OC)c3)nc2-c2ccc(OCC)cc2)cc1 | -6%[46 µM] | -4%
Cc1ccc(NS(=O)(=O)c2ccc3[nH]c4c(c3c2)CCCCCC4)cc1Cl | ? | -6%
Cc1cccc(C)c1NC(=O)c1nc(S(C)(=O)=O)ncc1N(Cc1ccc(C(C)(C)C)cc1)Cc1ccco1 | 7%[46 µM] | -4%
Cc1cccc(C)c1NC(=O)Cn1c(=O)n(Cc2ccccc2)c(=O)c2c(C)c(C(=O)N(C)C)sc21 | 21%[46 µM] | 8%
CCOC(=O)c1ccc(Nc2c(-c3ccc(O)cc3)nc3nc[nH]n23)cc1 | -11%[46 µM] | -14%
COCCn1c(C)cc(O)c(C(c2ccccc2Cl)N2CCCCC2)c1=O (stereo not drawn) | ? | ?
Cc1ccc(-n2c(SCc3cccc(F)c3)nc3[nH]ncc3c2=O)cc1C | ? | -7%
O=C(Nc1ccc(F)cc1Cl)C1CCN(c2ncnc3c2nc2n3CCCCC2)CC1 | 4%[46 µM] | ?
CSc1nc(NCCOC(C)=O)c(C#N)c(-c2ccc(C(C)(C)C)cc2)n1 | 1%[46 µM] | -7%
COc1ccccc1N1CCN(C(=O)c2nc(-c3ccc(C)cc3)n3c2CCCCC3)CC1 | ? | ?
CCOC(=O)c1c(S(=O)(=O)N2CCCC(C(=O)NCc3ccccc3Cl)C2)c(C)n(C)c1C (stereo not drawn) | 9%[46 µM] | -2%
O=C(NC1CC(=O)N(c2ccccc2)C1)c1cc2ccccc2o1 (stereo not drawn) | 10%[46 µM] | 4%
Clc1cccc(-n2ncc3c(N4CCC(Cc5ccccc5)CC4)ncnc32)c1 | -23%[46 µM] | ?
COc1ccc(-n2ncc3c(N4CCN(c5cccc(C)c5)C(C)C4)ncnc32)cc1 (stereo not drawn) | ? | ?
Cc1cccc(C)c1NC(=O)CCCN1C(=O)CCn2nc(-c3cn(C)c4ccccc34)cc21 | 3%[46 µM] | -9%
CCn1cc(S(=O)(=O)c2ccccc2)c(=O)c2cc(F)c(N3CCCC3)cc21 | -13%[46 µM] | 3%
Cc1ccc(Cn2cnc3c(oc4ccccc43)c2=O)cc1 | -1%[46 µM] | -9%
O=C(CSc1nc2nccnc2c(=O)n1CCc1c[nH]c2ccccc12)Nc1ccc(F)cc1 | 18%[46 µM] | ?
Cc1ccc(CCNC(=O)c2cnc3c(-c4ccc(F)cc4)c(C)nn3c2C)cc1 | -14%[46 µM] | 4%
COc1ccc(C)cc1-n1c(SCC(=O)NCc2ccco2)nc2c([nH]c3ccccc32)c1=O | ? | -5%
COc1cccc(-c2nc(SCC(=O)NCc3ccccc3)c3c(=O)n(C)c(=O)n(C)c3n2)c1 | 11%[46 µM] | 0%
COc1ccc(C)cc1NC(=O)CN(C)S(=O)(=O)c1ccc2[nH]c(=O)oc2c1 | -13%[46 µM] | -2%
COc1ccc(S(=O)(=O)c2c(Nc3ccc(F)cc3)sc(C(=O)c3ccc(C)cc3C)c2N)cc1 | ? | -1%
COc1ccc(OC)c(NC(=O)C2CCCN(S(=O)(=O)c3ccc4c(c3)CCCC(=O)N4)C2)c1 (stereo not drawn) | -10%[46 µM] | -1%
COC(=O)c1ccccc1NC(=O)Cn1c(=O)nc(-c2ccccc2)c2cc(Cl)ccc21 | 3%[46 µM] | ?
O=C(CCOc1ccccc1)N(Cc1cccnc1)c1nc2c(F)cccc2s1 | ? | -11%
Cc1ccc(OCC(=O)Nc2ccc(OCc3cc(=O)n4cccc(C)c4n3)cc2)cc1C | ? | ?
COc1ccccc1CNC(=O)CCC1N=C2c3ccccc3N=C(SCc3ccc(Cl)cc3)N2C1=O (stereo not drawn) | ? | 3%
CN1CCN(C(c2ccc(Cl)cc2Cl)c2sc3nc(-c4ccco4)nn3c2O)CC1 (stereo not drawn) | 6%[46 µM] | 0%
Cc1ccc2c(c1Br)C(O)(CC(=O)c1ccc(F)cc1)C(=O)N2 (stereo not drawn) | -4%[46 µM] | -6%

Three entries drawn at random from those above:
SMILES | Lamin A splicing | Tau fibril ThT
COc1ccccc1CNC(=O)CCC1N=C2c3ccccc3N=C(SCc3ccc(Cl)cc3)N2C1=O (stereo not drawn) | ? | 3%
Cc1cccc(C)c1NC(=O)CCCN1C(=O)CCn2nc(-c3cn(C)c4ccccc34)cc21 | 3%[46 µM] | -9%
COc1cccc(-c2nc(SCC(=O)NCc3ccccc3)c3c(=O)n(C)c(=O)n(C)c3n2)c1 | 11%[46 µM] | 0%

One compound at a time, from the list above. Values in the order: Lamin A splicing, Tau fibril ThT
Cc1ccc(-c2nc(C(=O)Nc3cccc(C#N)c3)c3n2CCCCC3)cc1 reads ?, 2%
CCc1c(C)sc2c1CCN(Cc1ccccc1C#N)C2c1ccccc1 (stereo not drawn) reads ?, ?
Cc1ccc(CNC(=O)c2sc3nc4n(c(=O)c3c2C)CCCCC4)cc1 reads 9%[46 µM], -14%
Cc1cccc(C)c1NC(=O)Cn1c(=O)n(Cc2ccccc2)c(=O)c2c(C)c(C(=O)N(C)C)sc21 reads 21%[46 µM], 8%
COc1ccc(C(=O)NCC(c2ccc3c(c2)OCO3)N2CCOCC2)cc1OC (stereo not drawn) reads -12%[46 µM], 1%
